Kir21 block: blocks the mouse Kir2.1 inward-rectifier potassium channel; P35561; HEK293-Kir2.1, FluxOR thallium flux fluorescence; active compounds read low; B-score at 10 µM; hit rate 0.85% among 310,000; AID 1672;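 active = fluorescence ratio B-score at or below minus 3 SD of library scores, with starting-brightness B-score within 2 SD, cut at about -4.2 in these data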;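 note: channel flux triggered by added potassium and thallium sulfate stimulus; B-score of peak minus minimum fluorescence over baseline after thallium stimulus; more negative B-score means stronger Kir2.1 block with less thallium influx; some compounds called inactive have numbers as strong as hits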
Target sequence (P35561 whole entry, looked up): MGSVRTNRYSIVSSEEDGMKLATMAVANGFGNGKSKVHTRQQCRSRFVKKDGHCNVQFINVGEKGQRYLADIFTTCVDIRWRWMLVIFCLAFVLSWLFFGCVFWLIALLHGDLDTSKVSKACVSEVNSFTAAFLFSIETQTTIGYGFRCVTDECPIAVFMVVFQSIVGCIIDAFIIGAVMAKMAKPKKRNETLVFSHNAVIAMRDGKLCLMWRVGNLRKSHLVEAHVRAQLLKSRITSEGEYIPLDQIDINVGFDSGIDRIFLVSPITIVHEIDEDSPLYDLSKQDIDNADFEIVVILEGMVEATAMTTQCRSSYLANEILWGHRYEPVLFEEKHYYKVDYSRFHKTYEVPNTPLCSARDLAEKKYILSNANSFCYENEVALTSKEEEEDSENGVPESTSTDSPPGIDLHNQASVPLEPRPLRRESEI
KCNQ2 block: KCNQ2 channel blockers in CHO-K1 cells – cell-based, FluxOR thallium flux, B-score, primary screen (AID 2156). hit rate 1.1% among 310,000. 20 min; active compounds read low. B-score at 10 µM;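 active = fluorescence ratio B-score at most minus 3 library SDs, with starting brightness B-score within 2 library SDs, cut at about -5.5 in these data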
STK33 kinase inh: inhibitors of human STK33 kinase; Q9BYT3; purified STK33, MBP phosphorylation, ADP-Glo luminescence; inhibition, % at 10 µM; hit rate 0.073% among 320,000; AID 2661;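 active = inhibition at or above 25%, using the most active replicate where run in duplicate; inactive = inhibition below 25%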
Target sequence (Q9BYT3 whole entry, looked up): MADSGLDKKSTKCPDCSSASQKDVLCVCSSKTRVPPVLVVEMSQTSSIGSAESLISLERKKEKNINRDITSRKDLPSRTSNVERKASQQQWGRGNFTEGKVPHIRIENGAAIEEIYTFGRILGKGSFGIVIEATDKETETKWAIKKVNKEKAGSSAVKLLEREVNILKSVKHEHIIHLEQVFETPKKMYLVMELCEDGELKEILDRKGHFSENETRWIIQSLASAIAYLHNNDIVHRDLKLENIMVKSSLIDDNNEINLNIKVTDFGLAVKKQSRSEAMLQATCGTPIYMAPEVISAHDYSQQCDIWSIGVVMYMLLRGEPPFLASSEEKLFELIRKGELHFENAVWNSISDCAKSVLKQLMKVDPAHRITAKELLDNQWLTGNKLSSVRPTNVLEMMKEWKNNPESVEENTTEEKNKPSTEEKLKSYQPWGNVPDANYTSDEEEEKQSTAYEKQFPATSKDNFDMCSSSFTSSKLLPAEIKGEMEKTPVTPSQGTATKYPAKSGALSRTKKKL
Active calls of the source: *; i = inactive; . = not tested or not shown.

compound | KCNQ2 block | STK33 kinase inh | Kir21 block
Cc1ccc(OCn2c(=O)sc3ccccc32)cc1 | i | -0.7 | 1.6
COc1ccc(NC(=O)NC2CCCCCCC2)cc1OC | i | -0.5 | 1.2
CC(C)Oc1ccc(C(=O)NNC(=O)c2ccccc2C(=O)O)cc1 | i | -0.7 | 0.05
CC(C)NC[C@H](O)COc1cccc2ccccc12 | i | -1.6 | -0.5
CC1CN(C(=O)c2cc3c(=O)n4ccccc4nc3n2C)CC(C)O1 (configuration not stated) | i | -1.3 | -1.5
CC(Oc1ccc(Cl)cc1)C(=O)N(C)CC(=O)Nc1ccc(N2CCOCC2)cc1 (configuration not stated) | i | 1.7 | 1
CC(=O)Cn1ncc(N2CCCCC2)c(Cl)c1=O | i | . | 1.6
CCC(C)c1ccc(NC(=S)NCc2ccccn2)cc1 (configuration not stated) | i | -1.0 | -0.28
COc1cc(/C=N/N=C2/NC(=O)C(Cc3ccccc3)S2)ccc1O (configuration not stated) | i | 2.0 | 1.7
CCSC1=N/C(=C\c2ccc(-c3ccccc3[N+](=O)[O-])o2)C(=O)S1 | i | -1.1 | 2.1
Cc1c(NC(=O)OC(C)C)sc(=S)n1C | i | -0.2 | -1.8
COCCC(=O)N1CCC(Oc2ccc(C(=O)NCCC3=CCCCC3)cc2)CC1 | i | -1.6 | 0.07
O=c1[nH]n(-c2ccccc2Cl)c(=O)c2ccccc12 | i | -0.3 | -1.6
O=C(NNC(=O)c1c(O)c2ccccc2[nH]c1=O)c1ccccc1 | i | -0.9 | 0
CC(C)N(C(=O)Cn1c(-c2ccccc2Cl)nc2ccccc21)c1ccccc1 | i | -0.4 | -2.9
CCC1(C)NC(=O)N(CC(=O)N2N=C(c3ccccc3)CC2c2ccc(OC)cc2)C1=O (configuration not stated) | i | 1.2 | 0.64
CC(N=C1NS(=O)(=O)c2ccccc21)c1ccccc1 (configuration not stated) | i | -0.2 | -1.4
Cc1cc(N)n(-c2ccc(S(N)(=O)=O)cc2[N+](=O)[O-])n1 | i | 0.7 | -0.22
CN1CCN(CCCN2c3ccccc3Sc3ccc(C(F)(F)F)cc32)CC1 | -8.1* | 1.0 | -4.4*
CC(C)CNC(=O)NC(=O)COC(=O)Cn1cnc2ccccc2c1=O | i | -0.7 | -0.44
COC(=O)CN1C(=S)N(c2ccc(OC)cc2)C(=O)/C1=C/c1ccc(N2CCOCC2)cc1 | i | 0.7 | -0.26
COc1ccc(CCNC(=O)C2CCN(S(=O)(=O)c3cccc4nsnc34)CC2)cc1OC | i | -1.0 | -0.42
NS(=O)(=O)c1ccc(CNC(=O)c2cccc(Oc3ccccc3)c2)cc1 | i | 0.2 | 0.73
CSCCC(NC(=O)c1ccccc1Cl)C(=O)Nc1ccc(C)c(S(=O)(=O)N2CCOCC2)c1 (configuration not stated) | i | -1.6 | 0.42
CCC1CC2CC(NC(C)=O)C1C2 (configuration not stated) | i | -1.3 | 0.81
Cc1nn(Cc2ccc(F)cc2)c(C)c1NC(=O)CCCn1nc([N+](=O)[O-])cc1C | i | 0.8 | 1.4
Cc1ccc(-n2ncc3c2CC(C)(C)CC3NC(=O)CCN2CCCO2)cc1 (configuration not stated) | i | -1.9 | -0.54
Oc1ccc2ccccc2c1CN1CCOCC1 | i | -1.6 | -1.1
CCOC(=O)c1ccc(-n2c(CN3CCOCC3)nc3ccc([N+](=O)[O-])cc3c2=O)cc1 | i | -2.7 | 0
Cc1[nH]n(-c2ccccc2)c(=O)c1CCOC(=O)c1ccc(C(F)(F)F)cc1 | i | 3.2 | -1.3
O=S(=O)(c1ccc(-c2ccon2)s1)N1CCN(c2ccncc2)CC1 | i | -0.4 | -0.99
CC(=O)c1nc2ccccc2n1CCc1ccccc1 | i | 0.7 | -0.75
Cc1cc(=O)oc2cc(OCC(=O)OCC(=O)N(CCC#N)c3ccccc3)ccc12 | i | -2.4 | -1.2
CC(C)[C@H](NC(=O)[C@H](CC(=O)O)NC(=O)[C@H](CCCCN)NC(=O)[C@@H](N)CCCN=C(N)N)C(=O)N[C@@H](Cc1ccc(O)cc1)C(=O)O | i | -0.9 | 1.4
Cc1ccc(CN(c2ccc(C(=O)N3CCOCC3)cc2)S(C)(=O)=O)cc1 | i | 0.1 | 0.15
COc1cc(NC(=O)c2cnn3c(C)cc(C)nc23)c(OC)cc1Cl | i | . | -1.5
O=C(CSC(=S)N1CCOCC1)c1cc(Br)cc(Br)c1O | i | 0.0 | -1.2
CCOC(=O)c1ccc(NC(=O)CCc2ccc(CC)o2)cc1 | i | -0.4 | 2.7
CN(C)/C=C1\C=C2C(=O)c3ccccc3N2C1=O | i | 5.1 | -24
CC(C)COc1ccc(S(=O)(=O)n2cc(F)c(=O)[nH]c2=O)cc1 | i | -1.4 | 0.02
CC1(C)N=C(C(=O)c2ccccc2)N(O)C1(C)O (configuration not stated) | i | -1.5 | 1.3
O=c1cc(C(F)(F)F)nc(-c2ccccc2)[nH]1 | i | -1.0 | 0.25
CN1CCN(C(=O)C2(NC(=O)Nc3ccccc3Cl)CCCCC2)CC1 | i | -1.7 | -0.62
CC(C)c1ccc(NC(=O)CSc2nnc(-c3ccccn3)n2C)cc1 | i | -0.2 | 0.27
COc1ccc(/C=C2\CCC(C3CCCC3)C2=O)cc1Cn1cccn1 (configuration not stated) | i | . | -0.11
COc1ccccc1NS(=O)(=O)c1cccc(NC(=O)c2ccc3ccccc3n2)c1 | i | -1.2 | -1.4
COc1ccc(-c2nc(-c3ccccn3)ncc2S(C)(=O)=O)cc1 | i | -2.5 | 0.28
Cc1nn(Cc2c(F)cccc2Cl)c(=O)c2ccccc12 | i | -0.9 | -2
COC(=O)c1ccc(S(=O)(=O)N2CCCCC2)o1 | i | -0.2 | -0.18
COc1ccccc1S(=O)(=O)Cc1ccc(C(=O)NCCN2CCCC2)o1 | i | -0.7 | 0.48
COc1ccccc1-c1cc(C(=O)NCc2cccs2)no1 | i | -1.5 | -0.15
CC1=CC(=C(C#N)C#N)C=C(C)N1CCC(C)C | i | -0.9 | 2.2
COc1ccc(-c2nc3ccc(C)cc3c(=O)o2)cc1OC | i | -1.1 | -0.69
CC(C)NC(=O)c1ccc(N2CCOCC2)nc1 | i | 0.1 | -0.05
Cc1nn(C(=O)c2cccs2)c(N)c1-c1ccccc1 | i | -0.9 | -0.21
Cc1ccc(C(=O)COC(=O)CCC(=O)Nc2ccccc2Cl)cc1[N+](=O)[O-] | i | -1.1 | 1.3
COc1ccc(NC(=O)CN(C)C(=O)CNC(=O)c2ccc(C)s2)cc1 | i | -1.3 | 0.32
COc1ccccc1CC(NC(C)=O)C(=O)NC1CCN(c2nnnn2-c2ccccc2)CC1 (configuration not stated) | i | -2.4 | 0.91
CN(C)c1ccc(NC(=O)CN2CCC(NC(=O)C3CCCCC3)CC2)cc1 | i | -1.4 | -0.77
Cc1ccc(O)c(C2=NOC(O)(C(F)(F)C(F)F)C2)c1 (configuration not stated) | i | -1.5 | 0.87

Four records drawn at random from the list so far:
compound | KCNQ2 block | STK33 kinase inh | Kir21 block
Cc1cc(=O)oc2cc(OCC(=O)OCC(=O)N(CCC#N)c3ccccc3)ccc12 | i | -2.4 | -1.2
COc1ccc(-c2nc3ccc(C)cc3c(=O)o2)cc1OC | i | -1.1 | -0.69
Cc1ccc(C(=O)COC(=O)CCC(=O)Nc2ccccc2Cl)cc1[N+](=O)[O-] | i | -1.1 | 1.3
COc1ccccc1S(=O)(=O)Cc1ccc(C(=O)NCCN2CCCC2)o1 | i | -0.7 | 0.48

Full records, quoted from the list. Values in the order: KCNQ2 block	STK33 kinase inh	Kir21 block
`NS(=O)(=O)c1ccc(CNC(=O)c2cccc(Oc3ccccc3)c2)cc1` is entered as i	0.2	0.73
`Cc1ccc(CN(c2ccc(C(=O)N3CCOCC3)cc2)S(C)(=O)=O)cc1` is entered as i	0.1	0.15
`CC(N=C1NS(=O)(=O)c2ccccc21)c1ccccc1` (configuration not stated) is entered as i	-0.2	-1.4

(cont.)
compound | KCNQ2 block | STK33 kinase inh | Kir21 block
OCCOc1nnnn1-c1ccccc1 | i | 0.2 | 0.95
O=C1NC(c2cc(Cl)cc([N+](=O)[O-])c2O)Nc2ccccc21 (configuration not stated) | i | -1.9 | 0.45
O=C(Nc1nnc(SCc2ccccc2Cl)s1)C1COc2ccccc2O1 (configuration not stated) | i | -1.0 | 0
CCCc1nc2c(ccc3ccccc32)cc1CC | i | 0.6 | 0.37
COC(=O)c1cn(C(=O)c2cccc(Br)c2)c2ccccc12 | i | 0.1 | 0.25
O=C(COc1ccccc1Cl)Nc1nc(-c2cccs2)cs1 | i | -1.1 | -0.66
O=C(CSc1ccc(-c2ccccc2)nn1)N1CCCCC1 | i | 4.9 | -0.13
COc1ccc(OC)c(NC(=O)c2ccc(-c3csc(C)n3)cc2)c1 | i | -1.7 | -0.13
COCCNC(=O)c1c[nH]c2ccc(OC)cc2c1=O | i | -0.9 | -0.2
CC(C)Nc1nnc(SCC(=O)c2c(N)n(Cc3ccccc3)c(=O)n(C)c2=O)s1 | i | -1.1 | 0.94
CCOc1ccc(N(CC(=O)NC2CCCCC2)S(=O)(=O)c2ccc(C)cc2)cc1 | i | -0.6 | -0.05
O=C(O)c1ccc(CS(=O)(=O)c2c(Cl)cccc2Cl)o1 | i | 0.5 | -0.85
CCN(CC)CCOC(=O)c1ccc(NC(=O)CCCN2C(=O)/C(=C/c3cccs3)SC2=S)cc1 | i | 3.5 | 0.05
Cc1cc(C)c(C(=O)N2CCCC(CNC(=O)C3(c4ccc(Cl)cc4)CC3)C2)c(=O)[nH]1 (configuration not stated) | i | -0.9 | 0.01
CC(/C=C/c1ccccc1)=N\Nc1nc(-c2ccccc2)cs1 | i | 0.3 | -0.19
O=C(CCN1C(=O)/C(=C/c2ccc(Cl)cc2)SC1=S)Nc1ccc(C(=O)O)cc1 | i | -0.8 | 1.3
Cc1oc2cc3oc(=O)c(CCC(=O)N4C[C@H]5C[C@@H](C4)c4cccc(=O)n4C5)c(C)c3cc2c1C | i | -0.3 | 0.85
COc1ccccc1CCN1CCCC(CN(C)C(=O)c2ccco2)C1 (configuration not stated) | i | -0.7 | -0.58
CC(CCN1CCN(CCO)CC1)c1ccccc1 (configuration not stated) | i | -2.5 | -0.01
CCOC(=O)c1cnc(SCC(=O)Nc2sc(C)c(C)c2C#N)nc1N | i | -1.2 | 0.7
NC(=O)COC(=O)c1ccc2c(c1)S(=O)(=O)N=C1CCCCCN12 | i | -0.6 | 0.65
O=C(O)C1CCN(S(=O)(=O)Cc2ccccc2)CC1 | i | -2.1 | 0
CC(OC(=O)c1nn(C)c(=O)c2ccccc12)C(=O)Nc1ccc(S(N)(=O)=O)cc1 (configuration not stated) | i | 7.1 | 1.3
CN1CCN(c2ccc([N+](=O)[O-])cc2C(=O)Nc2ccccc2)CC1 | i | -1.7 | -1.6
O=C1NCCCC1C(=O)N/N=C/c1cc([N+](=O)[O-])ccc1O (configuration not stated) | i | 0.7 | 0.83
C=CCOC(=O)N1CCN(c2cccc(C(F)(F)F)c2)CC1 | i | -0.7 | -0.44
O=C(/C=C/c1ccccc1)N/C(=C/c1ccccc1)C(=O)Nc1ccc(C(=O)O)cc1 | i | -2.4 | -0.03
Cc1ccc(NC(=O)CNc2cc(S(=O)(=O)N3CCOCC3)ccc2NCC2CCCO2)cc1F (configuration not stated) | i | -1.1 | 0
CCOc1cc(N2CCOCC2)c(OCC)cc1NC(=O)CCS(=O)(=O)c1ccc(Cl)cc1 | i | -0.7 | 0.07
CC(C)NC(=O)/C(=N\O)c1ccccc1 | i | -2.1 | -1
CC1CCCN(C2(O)C(=O)Nc3c(C(F)(F)F)cccc32)C1 (configuration not stated) | i | -1.8 | -0.14
O=S(=O)(c1ccccc1F)N1CCCc2ccccc21 | i | -0.6 | -6.1*
O=C(O)COCC(=O)Nc1ccc2c(c1)CCC2 | i | -1.1 | -0.48
O=C(Cn1c(=S)[nH]c2ccccc2c1=O)N1CCN(c2ccccc2)CC1 | i | -2.1 | 0.25
O=C(CN1C(=O)/C(=C/c2ccc(F)cc2)SC1=S)NC1CCS(=O)(=O)C1 (configuration not stated) | i | -0.7 | 0.77
COc1ccc(N=C2NC(=O)C(CO)(CO)S2)cc1 | i | -0.6 | 0.67
CCCCN1CCc2c([nH]c3ccccc23)C1=O | i | -0.6 | 0.54
COCCn1c(SCC(=O)Nc2cccc(S(N)(=O)=O)c2)nc2ccccc21 | i | 0.9 | 0.24
CCn1c(=O)cc(SCC(=O)N2CCN(c3ccccc3F)CC2)c2ccccc21 | i | -2.2 | 0.07
C=C(C)C1CC=C(CN2CCC(C(=O)OCC)CC2)CC1 (configuration not stated) | i | -1.1 | -0.01
COc1ccccc1-c1nnc(SC/C(O)=C(\C#N)c2nc3ccccc3[nH]2)n1C1CCCCC1 | i | 0.2 | -0.48
Cn1c(-c2ccc(F)cc2)cnc1NCc1ccccc1 | i | -1.2 | -1.6

Screens (PubChem BioAssay)
